APJ ag – activates the human apelin receptor APJ. activation, % at 20 µM. CHO-K1 APJ PathHunter beta-arrestin, luminescence; 0% DMSO wells, 100% apelin. 330,000 compounds, 0.11% hits. P35414;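 active = activation more than six SD over the plate average, tested at 20 µM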;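 also: 0% = DMSO alone and 100% = apelin-13 at 10 nM; some results filed as inactive read as strong as hits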
Target sequence (P35414 whole entry, looked up): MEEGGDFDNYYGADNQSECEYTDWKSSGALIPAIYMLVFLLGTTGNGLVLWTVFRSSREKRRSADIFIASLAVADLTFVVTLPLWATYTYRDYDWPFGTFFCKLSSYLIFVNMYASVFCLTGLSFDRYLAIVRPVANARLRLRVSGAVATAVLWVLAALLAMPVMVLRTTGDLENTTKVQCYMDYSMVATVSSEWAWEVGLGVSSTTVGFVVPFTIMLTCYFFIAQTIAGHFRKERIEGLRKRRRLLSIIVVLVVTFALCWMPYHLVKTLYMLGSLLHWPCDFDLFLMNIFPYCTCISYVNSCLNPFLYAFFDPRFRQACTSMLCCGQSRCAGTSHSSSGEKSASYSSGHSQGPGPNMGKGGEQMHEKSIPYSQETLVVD
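Assay system – PathHunter CHO-K1 APJ (AGTRL-1) beta-arrestin reporter cells · Compound – one dose, 20 µM compound, 1% DMSO · Timing – compound 90 min 25 °C, reagent 1 h · Measured by – luminescence from split beta-galactosidase complementation, Galacton Star/Emerald II substrate · Measure – beta-arrestin recruitment to APJ as agonist activity, luminescent signal · Benchmarks – DMSO vs Apelin-13 10 nM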
APJ antagonist – antagonists of human APJ apelin receptor; P35414; CHO-K1 APJ beta-arrestin complementation, luminescence; inhibition, % at 20 µM; 330,000 compounds, 0.32% hits; AID 2521;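 active = inhibition above about 40% at 20 µM, limit read from the data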;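 also: cells challenged with 10 nM apelin-13 agonist together with compound; plate controls were apelin-13 plus DMSO wells for no effect and DMSO wells lacking apelin-13 for full effect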
TIM10 inh – TIM10 yeast growth inhibition; S. cerevisiae TIM10 strain growth, BacTiter-Glo luminescence, 24 h; AID 463195; 330,000 compounds, 1.4% hits; inhibition, % at 10 µM;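 active = inhibition of 40% or more at the single tested concentration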;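 also: wild-type TIM10 isogenic control strain grown at permissive 25 °C; 0% = DMSO yeast wells and 100% = minimal medium wells without yeast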
tim10-1 inh – tim10-1 yeast growth inhibition. S. cerevisiae tim10-1 ts strain growth, BacTiter-Glo, 24 h. inhibition, % at 20 µM. 330,000 compounds, 2.2% hits;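 active = inhibition of at least 40%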;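 also: mutant grown at 25 °C; 0% = DMSO wells with yeast and 100% = wells holding no yeast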
Mdm2 MdmX PPI – inhibitors of human Mdm2/MdmX interaction | O15151+Q00987 | 330,000 compounds, 3% hits | SaOS-2 split-luciferase Mdm2/MdmX complementation, luminescence | inhibition, % at 8 µM;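 active = inhibition of at least 50% at 8 µM in the primary screen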
UPR XBP1 act – activators of adaptive arm of unfolded protein response (XBP1). 330,000 compounds, 0.33% hits. activation, % at 20 µM. CHO-XBP1 luciferase reporter, IRE1-XBP1 UPR activation, luminescence; percent of tunicamycin response, DMSO as zero;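 active = versus positive control, 20 µM dose yields 30% or more activation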;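 also: 100% = tunicamycin at 10 µg/mL and 0% = DMSO only wells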
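Material: CHO-XBP1 cells stably carrying IRE1-XBP1-driven luciferase reporter | Medium: F12 with 10% serum | Compound dosing: 20 µM single concentration, DMSO 1% | Incubation: Overnight seeding at 37 °C, 6 h compound treatment at 37 °C | Detection: Steady-Glo luminescence read | Read-out basis: % activation of reporter signal versus tunicamycin and DMSO controls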
CXCR6 inh – inhibitors of human CXCR6 receptor. O00574. 360,000 compounds, 0.36% hits. CHO-K1 PathHunter CXCR6 beta-arrestin, luminescence. inhibition, % at 20 µM; in the data active = inhibition above about 34%, passing the limit was not always enough;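 also: antagonist mode with CXCL16 agonist at 10 nM final; 0% = 10 nM CXCL16 with DMSO and 100% = unstimulated wells without agonist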
Target sequence (O00574 whole entry, looked up): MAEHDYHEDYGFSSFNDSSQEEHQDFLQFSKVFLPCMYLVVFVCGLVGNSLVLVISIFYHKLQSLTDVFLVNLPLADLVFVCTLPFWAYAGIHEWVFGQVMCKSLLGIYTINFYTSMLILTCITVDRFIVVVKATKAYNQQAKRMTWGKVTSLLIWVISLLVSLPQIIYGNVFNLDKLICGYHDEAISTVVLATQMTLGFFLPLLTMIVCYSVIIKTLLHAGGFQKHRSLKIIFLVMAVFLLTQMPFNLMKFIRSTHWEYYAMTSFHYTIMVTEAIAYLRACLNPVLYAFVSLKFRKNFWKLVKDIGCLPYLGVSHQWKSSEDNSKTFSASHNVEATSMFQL
tim23-1 inh – tim23-1 yeast growth inhibition; S. cerevisiae tim23-1 growth, BacTiter-Glo luminescence, 24 h; inhibition, % at 20 µM; 330,000 compounds, 1.3% hits; AID 463212;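 active = growth inhibition of the mutant yeast at or above 50%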;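 also: temperature-sensitive mutant grown at 25 °C; plate controls were DMSO-treated mutant yeast for no effect and medium wells lacking yeast for full effect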
CHOP UPR activ – activators of apoptotic arm of unfolded protein response (CHOP). CHO-CHOP luciferase reporter, UPR activation, luminescence; percent of tunicamycin response over DMSO baseline. activation, % at 10 µM. 330,000 compounds, 0.34% hits. AID 449763;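 active = at 10 µM dose, activation of 40% or more, normalized to positive control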;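 also: 100% = tunicamycin at 10 µg/mL and 0% = DMSO alone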
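System: CHO-CHOP luciferase reporter cell line | Buffer or medium: F12 medium containing 10% fetal bovine serum | Doses: One dose, 10 µM in 0.5% DMSO | Times: 6 h compound exposure at 37 °C after overnight seeding | Signal: Luciferase luminescence | Read-out: % activation vs tunicamycin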
Active calls of the source: *; . = no result given.

SMILES	APJ ag	APJ antagonist	TIM10 inh	tim10-1 inh	Mdm2 MdmX PPI	UPR XBP1 act	CXCR6 inh	tim23-1 inh	CHOP UPR activ
COc1ccc(N2C(=O)c3ccc(C(=O)Nc4cc(OC)ccc4OC)cc3C2=O)cc1	6.7	-7.6	-27.6	-5.5	9.6	3.6	5.8	-14.0	-1.6
Cn1ncc(Cl)c1C(=O)N1CCN(c2ccc(F)cc2)CC1	-6.3	13.2	3.0	24.7	2.8	0.3	3.2	10.6	0.5
Cc1cc(NC(=O)CCC(=O)N(C(C(=O)NC(C)(C)C)c2ccccc2Cl)C(C)(C)C)no1 (stereo not drawn)	1.1	-15.3	13.8	13.3	-3.2	-0.8	4.2	17.9	0.7
CC(C)(C)OC(=O)N1CCCC(C(=O)CC#N)C1 (stereo not drawn)	0.9	16.4	15.4	8.2	-44.7	-2.4	5.0	1.7	0.0
COc1ccc(-c2csc(NC3CCCCC3)n2)c(OC)c1	0.7	12.9	14.9	12.9	8.2	-6.8	15.1	11.2	2.5
COc1ccc(NC(=O)Cc2ccccc2F)cn1	-3.3	13.3	1.6	-7.6	14.8	-1.8	-1.4	19.0	-1.7
CCCCC(=O)Nc1cc(NC(=O)CCCC)cc(C(=O)O)c1	-6.4	-0.4	-11.9	-14.5	7.4	-3.3	-4.0	-9.9	-1.6
Cc1sc2nc(CC(=O)NN)[nH]c(=O)c2c1C	-2.1	6.4	14.6	7.3	-2.8	-2.6	-2.0	0.6	-0.2
COc1ccc(CC(=O)NC2CCS(=O)(=O)C2)cc1 (stereo not drawn)	-0.1	-30.5	-5.4	-0.2	27.5	1.3	-0.6	1.5	0.2
CC(C)(C)NC(=O)C(=O)NNC(=O)c1ccccc1Br	2.4	-18.5	9.2	11.0	-7.0	0.1	-1.1	9.5	-0.8
COc1ccc(CCn2c(=N)c(C(=O)NCC3CCCO3)cc3c(=O)n4ccccc4nc32)cc1 (stereo not drawn)	-6.6	-16.9	-1.6	-0.2	11.9	-0.3	0.6	9.6	1.0
CCc1nnc(NC(=O)C2CCCN2S(=O)(=O)c2ccccc2)s1 (stereo not drawn)	-4.5	21.6	-5.0	3.6	0.5	0.4	8.7	2.8	-1.1
CSc1ccc(/C=C/C(=O)OCC(=O)N2CCN(S(=O)(=O)c3ccc(C)cc3C)CC2)cc1	-3.7	8.5	6.1	14.1	-24.8	1.2	-3.7	21.8	5.7
Cc1csc(NC(=O)CSc2nnc(-c3ccoc3C)n2CCc2ccccc2)n1	-4.8	10.7	20.6	25.6	18.0	-3.2	1.6	15.0	3.2
CCN1C(=O)C(O)(CC(=O)/C=C/C=C/c2ccccc2)c2ccccc21 (stereo not drawn)	4.6	6.6	22.9	34.5	27.4	-0.8	1.9	28.3	1.5
O=C(NCC1CCCN(Cc2ccc3nonc3c2)C1)c1cccc(C(F)(F)F)c1 (stereo not drawn)	-0.2	-9.8	-69.2	-5.6	-23.9	-2.0	5.6	-1.6	-2.2
CC(C)(C)c1ccc(-n2ncc3c2CCCC3NC(=O)CCN2CCCCC2=O)cc1 (stereo not drawn)	-5.5	-36.5	4.1	10.1	18.8	-3.9	-7.6	14.0	3.0
Cc1cc(C)nc(N/N=C/C(Cl)=C/c2ccccc2)n1	-0.1	-11.0	-6.4	33.9	-13.2	3.8	-10.1	7.4	4.5
CCOC(=O)C1=CNS(=O)(=O)NC1c1ccc2ccccc2c1 (stereo not drawn)	.	.	-3.7	14.4	-6.6	-1.6	-6.3	27.8	0.5
O=C(CSc1ncn(-c2ccccc2)n1)Nc1nc2c(s1)CCCC2	-0.8	2.8	31.1	36.2	8.7	-1.0	-5.3	33.2	-1.4
CC(C)c1ccc2c(c1)C(c1cccs1)=NNC(c1ccncc1)=N2	-2.2	7.0	24.0	-6.1	25.5	3.9	2.3	35.2	3.0
O=S(=O)(/N=C(/c1ccc(F)cc1)N1CCCCC1)c1ccc(Cl)cc1	-2.8	4.5	21.7	19.9	-11.4	0.0	-8.5	15.7	0.3
CS(=O)(=O)c1nc(S(=O)(=O)c2ccc(Cl)cc2)c(N2CCCCCC2)s1	3.4	13.8	-44.2	10.4	-13.5	-3.5	-8.4	-5.7	5.0
COc1ccccc1CC(=O)NCC1CCCO1 (stereo not drawn)	-3.7	-3.5	-6.9	2.2	23.5	-0.9	0.3	1.6	-1.6
CC(=O)c1cccc(NC(=O)N2CCCC2C(=O)Nc2ccccc2C)c1 (stereo not drawn)	1.2	18.4	-3.7	12.7	3.4	-0.4	-3.8	22.9	0.4
COC(=O)CSc1nc(N)nc(C)c1Br	-0.8	11.8	-2.2	16.2	-26.7	-0.4	3.6	24.3	-0.4
COc1ccc(S(=O)(=O)NCCSc2ccccc2)cc1OC	-2.6	-4.4	19.6	13.1	26.6	-2.3	1.4	-2.2	-0.6
COc1cccc(C(=O)Nc2nnc(SCC(=O)NC3CCCC3)s2)c1	-1.3	-4.0	-21.9	-4.4	6.1	2.0	1.2	4.0	1.0
COCCCN(C(=O)c1cc(Cl)nc2ccccc12)c1c(N)n(Cc2ccccc2)c(=O)[nH]c1=O	-1.6	-0.2	-2.6	-21.1	3.5	-1.1	3.3	0.6	0.2
Cc1ccc(C)c(OCCC(=O)N2CCN(S(=O)(=O)c3cc(C)ccc3C)CC2)c1	-1.2	11.0	29.0	30.2	25.2	-5.1	2.7	31.2	7.1

Random excerpt: two entries already listed.
SMILES	APJ ag	APJ antagonist	TIM10 inh	tim10-1 inh	Mdm2 MdmX PPI	UPR XBP1 act	CXCR6 inh	tim23-1 inh	CHOP UPR activ
COc1ccc(CC(=O)NC2CCS(=O)(=O)C2)cc1 (stereo not drawn)	-0.1	-30.5	-5.4	-0.2	27.5	1.3	-0.6	1.5	0.2
O=C(CSc1ncn(-c2ccccc2)n1)Nc1nc2c(s1)CCCC2	-0.8	2.8	31.1	36.2	8.7	-1.0	-5.3	33.2	-1.4

(list continues)
SMILES	APJ ag	APJ antagonist	TIM10 inh	tim10-1 inh	Mdm2 MdmX PPI	UPR XBP1 act	CXCR6 inh	tim23-1 inh	CHOP UPR activ
COc1ccccc1NC(=O)CSc1nc2sc3c(c2c(=O)n1-c1ccccc1)CCN(C)C3	-3.4	6.0	6.0	4.4	31.8	3.2	3.2	7.6	1.4
Cc1cc(C)c(NC(=O)c2ccoc2C)c(C)c1	-2.2	13.2	-11.7	19.7	-0.2	-1.0	-7.4	0.5	-0.4
CC1(C)CC(=O)C=C(Nc2ccccc2F)C1	-0.9	-9.4	-9.2	-37.3	8.1	-2.5	-8.3	-1.4	1.7
O=C(COc1ccc(S(=O)(=O)NC2CCCCC2)cc1Cl)NCc1cccnc1	0.1	27.8	-1.1	7.5	12.1	-3.0	3.6	7.2	-0.2
Cc1ccccc1C(=O)NNC(=S)NC(=O)c1ccccc1	-3.4	24.9	10.4	37.1	27.9	3.9	31.8	-6.6	-0.4
CN(CCNC(=O)C1CCN(S(=O)(=O)c2cnc[nH]2)CC1)Cc1ccccc1	-0.2	8.6	-0.2	1.6	-13.0	-0.6	-8.7	7.7	-0.1
CCCc1ccc(NC(C)C(=O)Nc2ccc(S(=O)(=O)N3CCOCC3)cc2)cc1 (stereo not drawn)	-2.4	7.0	-6.2	13.5	23.4	-1.9	6.5	10.7	-1.0
C=CCn1c(C)cc(-c2csc(NC(=O)C3=COCCO3)n2)c1C	2.8	5.8	11.3	17.1	-21.9	1.6	9.5	18.4	4.3
O=C(C1COc2ccccc2O1)N1CCN(c2ccc(C(F)(F)F)cn2)CC1 (stereo not drawn)	-3.1	-11.5	16.0	21.9	25.4	-2.5	1.2	30.1	-0.3
CCN(CC)S(=O)(=O)c1ccc(O)c(C(=O)OCC(=O)N2CCCC2)c1	0.3	25.5	3.8	-5.8	14.5	-1.9	3.3	12.1	0.6
CCc1ccccc1NC(=O)COc1ccc2oc(-c3ccc(OC)cc3)cc(=O)c2c1	-0.7	1.8	4.0	20.1	-17.2	-3.3	-4.2	-2.9	-2.5
CCOc1ccc(N2CC(C(=O)Nc3ccc(S(=O)(=O)N4CCOCC4)cc3)CC2=O)cc1 (stereo not drawn)	-0.8	3.9	-18.4	18.7	22.3	0.1	-5.9	8.5	-1.2
Cc1ccc(C(=O)NCCCNC(=O)Cc2ccccc2)cn1	-2.6	-23.3	-3.6	16.9	4.2	-3.3	-3.0	22.4	-0.8
Cc1nc2sc(C(c3ccc(Br)cc3)N3CC(C)OC(C)C3)c(O)n2n1 (stereo not drawn)	1.8	-19.2	3.8	8.6	-12.0	-1.8	5.7	10.3	0.6
O=C(COC(=O)C1CCN(S(=O)(=O)c2ccc3c(c2)OCCO3)CC1)Nc1ccc(C(F)(F)F)cc1	5.9	-1.0	11.0	28.1	14.7	-1.3	-3.8	10.5	-0.3

Part of the list above, showing only CHOP UPR activ and UPR XBP1 act.
Compound | CHOP UPR activ | UPR XBP1 act
O=C(COC(=O)C1CCN(S(=O)(=O)c2ccc3c(c2)OCCO3)CC1)Nc1ccc(C(F)(F)F)cc1 | -0.3 | -1.3
C=CCn1c(C)cc(-c2csc(NC(=O)C3=COCCO3)n2)c1C | 4.3 | 1.6
O=C(C1COc2ccccc2O1)N1CCN(c2ccc(C(F)(F)F)cn2)CC1 (stereo not drawn) | -0.3 | -2.5

(more compounds)
SMILES	APJ ag	APJ antagonist	TIM10 inh	tim10-1 inh	Mdm2 MdmX PPI	UPR XBP1 act	CXCR6 inh	tim23-1 inh	CHOP UPR activ
CCc1nnc(NC(=O)CSc2nnc(-c3ccco3)o2)s1	-2.5	3.0	12.7	-1.9	-23.9	-3.9	-13.4	-7.6	2.5
O=C(c1cccnc1)N1CCN(C(=O)c2cccs2)CC1	0.1	3.8	-9.2	15.5	4.5	-1.0	-7.8	4.2	-0.4
Cc1ccccc1-n1c(Cn2c(=O)sc3ccccc32)nnc1SCC(N)=O	-4.3	-50.9	3.5	8.5	-28.3	1.5	1.1	6.5	-0.5
CCCc1ccc2oc(C(=O)N3CCC(N4CCCC(O)C4)CC3)c(C)c2c1 (stereo not drawn)	8.2	-15.2	6.6	-3.2	-3.6	-0.2	5.4	-0.5	0.1
O=C(Nc1cnccn1)C1c2ccccc2Oc2ccccc21	-7.0	4.2	3.5	-4.3	-21.3	0.7	4.2	4.3	-0.7
CCn1nnnc1SCC(=O)c1cc(OC)ccc1OC	-2.1	-15.5	1.5	30.4	6.5	-1.5	-4.4	23.0	2.1
CC(NC(=O)C1CCCN(S(=O)(=O)c2ccc(-n3cnnn3)cc2)C1)c1ccc(F)cc1 (stereo not drawn)	-3.2	10.4	-11.9	-13.1	19.4	3.3	-4.9	-2.0	-1.4

Source: PubChem BioAssay (Sanford-Burnham Center for Chemical Genomics)

A portion of the library. The share of hits here may be higher or lower than overall.
